# Screens: PubChem, National Center for Advancing Translational Sciences (NCATS)
# pAkt inh: Akt phosphorylation inhibition | activity change, % for hits at 50 µM | Neuro2A IGF-stimulated pAkt S473 HTRF, 20 min; active compounds read low | 360,000 tested, 0.32% active; in the data active = activity change below about -80%; inconclusive = mostly about -51% to -80%; also: % is scaled to controls: 0 for no effect and ±100 for the full control effect
#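 Single-point screen (50 µM final compound) in Neuro2A cells stimulated 20 min with 6 nM IGF at 37 deg C. After lysis, Ser473-phosphorylated Akt read by HTRF (ex 330 nm, em 615/665 nm) as the 665/615 ratio.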
# GLP1R inv ag: GLP-1 receptor (human) inverse agonism; HEK293 GLP-1R CRE-luciferase, luminescence, 24 h; GLP-1R form is constitutively active; Potency, µM (series often up to 38.3 µM), without a hit: top-dose activity change, negative = inhibition, hits mostly inhibitors; 410,000 tested, 1.6% active; AID 624417; also: potency is read from the fitted curve at half-maximal effect; % is scaled to controls: 0 for no effect and ±100 for the full control effect; nearly all actives have a fitted effect of over 55% in size
# Target sequence (P43220 whole entry, looked up): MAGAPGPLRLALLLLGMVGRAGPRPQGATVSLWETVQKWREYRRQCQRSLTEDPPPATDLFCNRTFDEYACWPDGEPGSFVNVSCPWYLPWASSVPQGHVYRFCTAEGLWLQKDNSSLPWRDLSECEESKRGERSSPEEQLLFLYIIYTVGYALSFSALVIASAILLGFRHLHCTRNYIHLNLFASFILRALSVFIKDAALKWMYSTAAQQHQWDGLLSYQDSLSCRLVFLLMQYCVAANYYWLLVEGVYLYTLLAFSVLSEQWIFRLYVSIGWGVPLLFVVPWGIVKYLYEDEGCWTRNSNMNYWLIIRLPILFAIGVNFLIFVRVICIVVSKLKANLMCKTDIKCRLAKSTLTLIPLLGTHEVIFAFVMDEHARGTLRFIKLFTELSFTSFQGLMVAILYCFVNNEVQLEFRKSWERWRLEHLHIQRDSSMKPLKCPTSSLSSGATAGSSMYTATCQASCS
#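 Seeding at 200 cells/uL, 12 h culture, 24 hr compound treatment, then luciferase reagent and a luminescence read; cells are HEK293 stably expressing a constitutively active GLP-1R plus cAMP-responsive luciferase.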
# Abeta rescue: compounds reversing amyloid beta toxicity in yeast; yeast expressing A-beta42, growth rescue, OD600, 48 h; response scale: 0% DMSO, 100% iron-clioquinol control; Potency, µM (top dose mostly 46.1 µM), inactives show at the highest dose growth rescue, actives largely listed as activators; 410,000 tested, 0.063% active; also: potency is read from the fitted curve at half-maximal effect; nearly all actives have a fitted effect of over 55% in size
#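 Yeast A-beta toxicity model in growth medium with pinned compounds, 48 h at 30 C; growth read as absorbance at 600 nm. Normalized to FeCl3/clioquinol equimolar mix (positive) and DMSO (negative).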
# FUS yeast rescue: FUS proteinopathy suppression in yeast; S. cerevisiae FUS-expressing, growth rescue, OD600, 24 h; AID 1347120; 390,000 tested, 0.24% active; Potency, µM (highest dose often 76.6 µM), without a hit: at the highest dose growth rescue (activation), usual class: activators;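 also: potency is read from the fitted curve at half-maximal effect; plate controls were DMSO vehicle for no effect and reference control for full effect; nearly all actives have a fitted effect of over 55% in size; some results filed as inactive show a strong effect at the top dose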
#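 Yeast expressing FUS under galactose induction, OD 0.005 in 2% galactose medium; compounds in a dilution series, 24 h at 30C. Growth rescue by absorbance at 600 nm; CP55940 positive control, DMSO negative.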
# PTHR1 ag: activates the human parathyroid hormone receptor PTHR1. Q03431. 410,000 tested, 0.075% active. Potency, µM (top dose mostly 115 µM), for the others: at the top dose activation, hits mostly activators. HEK293 GP2 PTHR1 cells, GloSensor cAMP luminescence, 1 h. AID 743266; also: potency is read from the fitted curve at half-maximal effect; nearly all actives have a fitted effect of over 55% in size; some results filed as inactive show a strong effect at the top dose; inactives centre near -15; many of its hits are not listed in these tables
# Target sequence (Q03431 whole entry, looked up): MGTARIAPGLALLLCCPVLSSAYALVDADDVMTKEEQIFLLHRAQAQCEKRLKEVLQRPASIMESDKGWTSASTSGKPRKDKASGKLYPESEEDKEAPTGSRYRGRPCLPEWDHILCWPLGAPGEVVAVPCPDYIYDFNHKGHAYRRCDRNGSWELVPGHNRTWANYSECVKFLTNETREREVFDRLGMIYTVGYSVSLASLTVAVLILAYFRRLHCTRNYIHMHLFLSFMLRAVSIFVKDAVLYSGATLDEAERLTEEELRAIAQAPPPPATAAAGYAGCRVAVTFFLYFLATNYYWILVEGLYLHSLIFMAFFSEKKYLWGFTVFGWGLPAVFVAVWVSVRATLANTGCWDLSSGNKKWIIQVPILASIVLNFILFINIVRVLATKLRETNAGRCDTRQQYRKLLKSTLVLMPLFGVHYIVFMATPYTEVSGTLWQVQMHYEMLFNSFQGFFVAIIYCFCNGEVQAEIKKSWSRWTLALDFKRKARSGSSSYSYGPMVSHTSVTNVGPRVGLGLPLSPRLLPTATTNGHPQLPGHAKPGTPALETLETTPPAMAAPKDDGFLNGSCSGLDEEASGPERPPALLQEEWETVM
#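 HEK-293-derived GP2 cells expressing PTHR1 and a GloSensor cAMP reporter, 3,000/well, plated overnight, given luciferin plus IBMX (each 0.5 mM as added) for 1 h at 37 °C, then compound for 1 h at 37 °C. Luminescence was read after 15 min at room temperature.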
# TDP-43 yeast inh: TDP-43 toxicity inhibition in yeast | TDP-43 expressing yeast growth rescue, BacTiter-Glo, 24 h | Potency, µM (series often up to 46.1 µM), without a hit: at the top dose growth rescue (activation), actives largely listed as activators | 410,000 tested, 1.8% active | AID 652104; also: potency is read from the fitted curve at half-maximal effect; % of control where 0% means no effect; nearly all actives have a fitted effect of over 50% in size
#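 Readout is BacTiter-Glo luminescence of cell growth, so inhibitors register as activators. TDP-43-expressing yeast at OD600=0.02 in galactose medium, after raffinose pregrowth to mid-log, were incubated with compound for 24 hr at 30 deg C.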
# MmCpn inh: inhibitors of Methanococcus maripaludis chaperonin (MmCpn); purified Mm-Cpn ATPase, ADP Transcreener TR-FRET; Potency, µM (series often up to 76.9 µM), without a hit: at the top dose activity, negative = inhibition, actives largely listed as inhibitors; 330,000 tested, 0.031% active; AID 504842; also: potency is read from the fitted curve at half-maximal effect; % is scaled to controls: 0 for no effect and ±100 for the full control effect; nearly all actives have a fitted effect of over 80% in size
#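 Compound-treated chaperonin, 25 nM final, turns over 10 uM ATP at 37°C for 30 min following a 10 min preincubation; ADP generated competes with ADP-d2 for Eu-cryptate antibody, lowering FRET.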
# aSyn yeast inh: alpha-synuclein toxicity inhibition in yeast. Yeast expressing alpha-synuclein, growth rescue, BacTiter-Glo, 24 h. Potency, µM (series often up to 46.1 µM), for inactives: at the top dose growth rescue (activation), hits mostly activators. 370,000 tested, 0.14% active. AID 652106; also: potency is read from the fitted curve at half-maximal effect; % of control where 0% means no effect; nearly all actives have a fitted effect of over 65% in size
#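 Rescue of yeast growth: cells expressing toxic alpha-synuclein, induced in galactose at OD600 0.02, incubated with compound 24 h at 30 C. ATP luminescence quantified growth; inhibitors of toxicity appear as activators.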
# GLP1R cytotox: cytotoxic in the GLP-1 receptor inverse agonist counter-screen. Potency, µM (titrated, usually from 38.3 µM), without a hit: top-dose activity change, negative = inhibition, actives largely listed as inhibitors. HEK293 cAMP-luciferase reporter cells, luminescence, 24 h. 410,000 tested, 0.13% active;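 also: loss of luciferase light is scored as toxicity; potency is read from the fitted curve at half-maximal effect; % is scaled to controls: 0 for no effect and ±100 for the full control effect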
#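 Step one: seed cells (200 cells/uL, DMEM with 10% Nu serum, 1% pen-strep). Step two: 12-hour incubation at 37 deg C. Step three: pin 23 nL compound, incubate 24 hr. Step four: add luciferase reagent, read luminescence 12 min later.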
# * = called active by the depositor; i = inactive; ? = inconclusive; nt = no result given; [ ] = another dose, or the depositor's remark. Unless noted, calls follow the shape of the dose curve; as a rule, active = well fitted curve in the direction sought with a large enough effect; inconclusive = small, poorly fitted or top-dose-only effect, or another doubt; inactive = no such curve, though single readings can be large; an effect the other way counts as inactive or inconclusive. These rows are one share of the data; the hit share may differ from the screen's.
# The line under a structure holds: TDP-43 yeast inh	GLP1R cytotox	aSyn yeast inh	FUS yeast rescue	Abeta rescue	MmCpn inh	GLP1R inv ag	pAkt inh	PTHR1 ag
- O=C(c1ccc([N+](=O)[O-])cc1)n1nc(-c2ccccc2)nc1NCc1ccc(F)cc1
    1%	-10%	-17%	-4%	1%	0%	15%	i	-16%
- CC(C)CN(CC(C)C)C(=S)Nc1ccc(Cl)cc1
    -8%	?	-10%	9%	?	1%	?	i	i
- Nc1ccc(-n2c(N)c(C(=O)NCc3ccc4c(c3)OCO4)c3nc4ccccc4nc32)cc1
    -7%	-11%	-4%	?	-5%	nt	-20%	i	-47%[inhibitor]
- O=C(O)c1ccc(-n2cc(C(=O)c3ccccc3O)cn2)cc1
    1%	-2%	3%	13%	-13%	2%	2%	i	i
- COc1oc(C(=O)NC2CCCCC2)c(-c2ccc(Cl)cc2)c1S(=O)(=O)c1ccccc1
    0%	-14%	0%	nt	2%	nt	?	i	-58%[inhibitor]
- Cc1ccccc1NC(=S)Nc1ccccn1
    19%	?	18%	-22%	15%	-2%	?	i	i
- O=C(Nc1ccccc1Cl)C(Cl)C(=O)c1ccccc1 (stereo not drawn)
    -90%[inhibitor]	0%	12%	6%	-13%	-6%	5%	i	?
- O=C(COc1cccnc1[N+](=O)[O-])N1CCN(S(=O)(=O)c2ccccc2)CC1
    0%	-15%	-3%	nt	-2%	1%	16%	i	i
- COc1ccc(CCn2c(C)nc3c(c(=O)c4ccccc4n3C)c2=O)cc1
    -23%	-3%	?	4%	-18%	2%[15.4 µM]	-3%	i	i
- COc1ccc(C(=O)NNC(=O)CSc2nnc(C)n2C)cc1
    -10%[0.397 µM]	-15%	0%	3%	-22%	-2%	-10%	i	-13%
- COc1ccc(Cl)cc1-c1nc(SCC(=O)NC2CC2)n[nH]1
    -17%	9%	-1%	-10%	-4%	2%	8%	i	i
- Cc1cc(C)nc(Nc2nc(C(N)Cc3ccc(Cl)cc3)cs2)n1 (stereo not drawn)
    ?	?	-25%	9%	12%	nt	?	i	-36%[inhibitor]
- O=C(CSc1nncc2ccccc12)N1CCOCC1
    -16%	5%	4%	-9%	1%	-1%	8%	i	-1%[57.5 µM]
- Cc1c(NC(=O)COC(=O)COc2ccc(Nc3ccccc3)cc2)c(=O)n(-c2ccccc2)n1C
    -3%	17%	2%	25%	-1%	0%	25%	i	i
- O=C(NCc1ccccc1F)C1CC(=O)N(c2ccc3c(c2)OCCO3)C1 (stereo not drawn)
    16%	2%	2%	3%	-2%	-5%	2%	i	i
- C[C@@H](NC(=O)[C@@H]1Cc2ccccc2CN1)C(=O)NCC1CCCO1 (stereo partly drawn)
    6%	7%	-3%	-12%	-13%	2%	5%	nt	i
- CNC(=O)CSc1nc2sccc2c(=O)n1-c1ccccc1
    5%	1%	-2%	42%	-13%	-1%	31%[activator]	i	-3%
- Oc1ccccc1N1CCN(c2ncnc3scc(-c4ccccc4)c23)CC1
    18µM*	-26%	26%	?	-7%	-1%	11µM*	i	-12%
- CC1(C(=O)NCc2ccccc2)CCC(=O)N1C1CCN(Cc2ccccc2)CC1 (stereo not drawn)
    1%	1%	-6%	-10%	-10%	nt	27%	i	i
- Cc1cccc(C)c1NC(=S)/C(=C(\[O-])c1cccs1)[n+]1ccccc1
    13%	4%	?	10%	11%	2%	25%	i	i
- O=C(CN(C(=O)c1csnn1)c1ccc(F)c(Cl)c1)NC1CCCC1
    -6%	-2%	-1%	-11%	-17%	-5%	3%	i	-3%
- O=S(=O)(NCCC1CC1(Cl)Cl)c1ccc(Cl)cc1 (stereo not drawn)
    10%	17%	10%	-14%	9%	-1%	?	i	-3%
- COc1ccccc1OCc1nnc(SCC(=O)N2CCCC2)o1
    -11%	-3%	-1%	10%	-13%	-2%	1%	i	-20%
- COCC(C)NS(=O)(=O)c1ccc(C)cc1 (stereo not drawn)
    -9%	2%	-2%	-9%	15%	1%	-7%	i	i
- O=C(N/N=C/c1ccco1)c1ccc2nc[nH]c2c1
    -2%	?	0%	7%	9%	1%	-4%	i	i
- Cn1c(=O)c2c(nc(SCCN3CCOCC3)n2Cc2ccc(F)cc2)n(C)c1=O
    -21%	-1%	1%	-3%	1%	-4%	-8%	i	-23%[57.5 µM]
- O=C1N(Cc2cccnc2)C[C@@H]2C[C@@H](c3ccccc3C(F)(F)F)N3CCC[C@@]123
    2%	-12%	0%	-48%	-11%	1%	51%[activator]	i	-16%
- OC(c1ccc(Cl)cc1)c1ncc(-c2ccc(Cl)cc2)[nH]1 (stereo not drawn)
    2%	-7%	-8%	-18%	0%	nt	?	i	-1%
- O=C1c2ccccc2C(=O)N1OCc1ccc(Cl)cc1
    -9%	-10%	-5%	-21%	-13%	-3%	5%	i	-19%[57.5 µM]
- COc1ccc(/C=C2\SC(=O)N(CC(=O)Nc3cccnc3)C2=O)cc1OC
    -5%	-3%	-3%	13%	-19%	0%	13%	i	-64%[inhibitor]
- COc1cccc(OC)c1OC(=O)C1CC(=O)N(c2ccc3c(c2)OCCO3)C1 (stereo not drawn)
    13%	-5%	3%	13%	22%	-1%	10%	i	-47%[inhibitor]
- Cc1ccc(C2CC(c3cccs3)=NN2C(=O)CSc2nc3ccccc3o2)cc1 (stereo not drawn)
    -1%	73%[activator]	10%	-2%	6%	-4%	?	i	i
- CCOC(=O)CCN(c1ccccc1)S(=O)(=O)c1ccc2[nH]c(=O)ccc2c1
    13%	4%	0%	0%	-2%	nt	20%	nt	-19%
- COC(=O)c1ccc2c(c1)N(Cc1nc(-c3ccc(Cl)cc3)oc1C)C(=O)C1CCCN21 (stereo not drawn)
    11%	-20%	9%	1%	4%	nt	12%	i	-3%
- CCOC(=O)N1C(=O)[C@](CC)(c2ccccc2)N1C(=O)OCC
    23%	9%	-9%	-12%	-4%	3%	9%	i	-53%[inhibitor]
- CCCS(=O)(=O)n1nc(-c2ccc(OC)cc2OC)cc1N
    0%	?	-5%	-11%	-8%	-2%	7%	i	i
- CC(=O)Nc1c(C)nn(-c2ccccc2)c1N1CCC(C(=O)NCc2ccc(Cl)cc2)CC1
    28%	1%	nt	1%	-10%	nt	15%	nt	-5%
- CC1CCN(C(=S)c2cn(Cc3ccccc3F)c3ccccc23)CC1
    1%	-23%	-10%	17%	4%	-2%	10µM*	i	-15%
- COCc1[nH]nc2c1C(c1ccc(OC)c(OC)c1)C(C#N)=C(N)O2 (stereo not drawn)
    5%	-4%	3%	-1%	4%	1%	54%[activator]	i	i
- CCN(CC)S(=O)(=O)c1ccc(C(=O)OCC(=O)N2CCOCC2)cc1
    -7%	1%	2%	-3%	-5%	0%	9%	i	i
- O=C(c1ccc(F)cc1)c1ccc(-c2ccc(F)cc2)nc1
    25%	-2%	1%	-19%	-4%	-3%	1%	i	-6%
- Cc1[nH]c2ccccc2c1C(=O)CN1CC(C)OC(C)C1 (stereo not drawn)
    -19%	-2%	-1%	12%	-2%	2%	-5%	i	i
- O=C(COc1ccc2c3c(c(=O)oc2c1)CCCC3)NCCCN1CCOCC1
    -3%	-8%	-2%	-16%	6%	-7%	20%	i	-5%
- COc1ccc(OCC(=O)c2c[nH]c3ccccc23)cc1
    -14%	4%	0%	26%	-12%	-2%	2%	i	-25%
- CN(C(=O)c1cc2ccccc2cc1O)C1CCCCC1
    20%	3%	18%	9%	0%	1%	?	i	i
- CCc1cc(-c2n[nH]c(=S)n2-c2cccc(C)c2)cs1
    28%	-20%	7%	14%	?	0%	?	i	-1%
- O=C(Nc1cc(Cl)cc(Cl)c1)Nc1cnccn1
    5%	2%	-2%	-8%	-1%	0%	?	i	-5%
- COc1cccc(C(=O)c2c[nH]c(C(=O)NCc3ccco3)c2)c1
    9%	-20%	0%	-4%	5%	-1%	7%	-112%*	-10%
- CN1CCN(C(=O)CCc2ncc(C(F)(F)F)cc2Cl)CC1
    -15%	3%	-9%	-9%	-4%	2%	-19%	i	i
- Cc1ccc(NC(=O)C2CCN(S(=O)(=O)c3c(C)noc3/C=C/c3cccs3)CC2)cc1F
    -1%	-9%	nt	21%	4%	nt	?	nt	-32%
- CN1CCC(NC(=S)NC2CC2)CC1
    -11%	7%	-1%	9%	-9%	1%	12%	i	4%
- Cc1cccc(NC(=O)c2cccc(C(=O)Nc3cccc(C)n3)c2)n1
    18%	-9%	-10%	35%	19%	-2%	-8%	i	-31%
- Cc1occc1-c1nnc(SCC(=O)NCc2ccco2)n1CC(C)C
    0%	68%[activator]	1%	22%	12%	0%	-20%	i	-4%[57.5 µM]
- O=C(COc1ccccc1Cl)Nc1ccc2nc(SCC(=O)N3CCCC3)sc2c1
    5%	-1%	nt	13%	-24%	nt	16%	nt	-24%
- CC(C)NC(=O)COC(=O)c1ccc(O)cc1
    2%	1%	-4%	-10%	2%	1%	7%	i	i
- O=S(=O)(NCCS(=O)(=O)N1CCN(c2ccc(F)cc2)CC1)c1ccc(F)cc1
    5%	1%	0%	-1%	-10%	nt	12%	i	-7%
- CCn1c(CSc2ncccn2)nnc1SCC(=O)N1CCc2ccccc21
    5%	-9%	2%	17%	15%	-1%	-10%	i	-7%[57.5 µM]
- CCCCNC(=O)c1ccccc1NC(=O)c1ccc2c(c1)OCO2
    -17%	3%	-10%	-15%	-24%	-16%	1%	i	i
